Screens as filed in PubChem.
IL-2 act – qHTS of IL-2 Activators. IL-2 activation reporter assay, cell-based qHTS; stimulated with anti-CD3/CD4/CD28 beads; in transgenic mouse T cells. activation, % (series mostly up to about 46 µM). 0.065% of 360,000 active. AID 652025, 2013; in the data active = activation above about 50%; inconclusive = mostly about 30% to 49%; also: 0% is about no effect
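Unstimulated transgenic mouse T cells preincubated 60 min with compound, then stimulated with anti-CD3/anti-CD4-coated beads plus anti-CD28 for 18 h at 37 degrees C. IL-2 response read as EGFP and DsRed fluorescence by plate cytometry.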
Abeta rescue – qHTS for compounds that reverse cellular toxicity of Amyloid beta (A-beta) peptide in yeast: Primary Screen. 0.063% of 410,000 active. Potency, µM (titrated, usually from 46.1 µM), for inactives: at the top dose growth rescue, usual class: activators. yeast expressing A-beta42, growth rescue, OD600, 48 h; response scale: 0% DMSO, 100% iron-clioquinol control. AID 1347071, 2019; also: potency is read from the fitted curve at half-maximal effect; nearly all actives have a fitted effect of over 55% in size
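Growth rescue measured by 600 nm absorbance after 48 h yeast culture at 30 C with compound. Values normalized between DMSO and an equimolar ferric chloride plus clioquinol control.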
PI5P4Ka inh – qHTS for Inhibitors of phosphatidylinositol 5-phosphate 4-kinase (PI5P4K). PI5P4Kalpha enzyme, ADP-Glo luminescence, 60 min; stronger effect = lower value. max response, %. 1.2% of 330,000 active; active = max response of -50% or lower; inconclusive = between -30% and -50%; inactive = -30% or higher; also: value at the top dose of about 77 µM; % is scaled to controls: 0 for no effect and ±100 for the full control effect
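Luminescence from ADP-Glo served as readout of PI5P4Kalpha activity in a qHTS format. Reaction: enzyme, substrate, compound, ATP at 5 microM final, 60 min at RT.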
WRN inhibitor – qHTS for Inhibitors of WRN Helicase; WRN helicase unwinding, fluorescent forked duplex, kinetic; 0.46% of 360,000 active; Potency, µM (highest dose often 114 µM), for the others: at the top dose activity change, negative = inhibition, most hits filed as inhibitors; Bifunctional 3'-5' exonuclease/ATP-dependent helicase WRN (Homo sapiens), Q14191; also: potency is read from the fitted curve at half-maximal effect; % is scaled to controls: 0 for no effect and ±100 for the full control effect; nearly all actives have a fitted effect of over 55% in size
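WRN at 20 nM final preincubated with compound 15 min at room temperature; reaction started with 100 nM fluorophore/quencher forked duplex oligonucleotide and 2 mM ATP final. Unwinding followed kinetically by red fluorescence (ex 525, em 598 nm).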
FUS yeast rescue – qHTS for Suppressors of FUS Proteinopathy: Primary screen using FUS-linked yeast assay; Potency, µM (titrated, usually from 76.6 µM), without a hit: at the highest dose growth rescue (activation), actives largely listed as activators; S. cerevisiae FUS-expressing, growth rescue, OD600, 24 h; AID 1347120, 2019; 0.24% of 390,000 active;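 also: potency is read from the fitted curve at half-maximal effect; plate controls were DMSO vehicle for no effect and reference control for full effect; nearly all actives have a fitted effect of over 55% in size; some results filed as inactive show a strong effect at the top dose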
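Yeast FUS proteinopathy model; galactose-induced FUS (2%), starting OD 0.005. Cpds in dilution series, 24hr, 30C, 99% humidity. Abs 600 nm growth. Pos ctrl CP55940 (top 92uM final); neg ctrl DMSO.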
EPAC1 agonist – qHTS for Agonist of cAMP-regulated guanine nucleotide exchange factor 3 (EPAC1): primary screen; EPAC1 agonist qHTS, biochemical assay; response scale: 100% = response to 6.5 mM cAMP; Potency, µM (doses to about 154 µM), for the others: at the highest dose activation, most hits filed as activators; 0.073% of 360,000 active; also: potency is read from the fitted curve at half-maximal effect; nearly all actives have a fitted effect of over 60% in size
Target sequence (O95398 whole entry, looked up): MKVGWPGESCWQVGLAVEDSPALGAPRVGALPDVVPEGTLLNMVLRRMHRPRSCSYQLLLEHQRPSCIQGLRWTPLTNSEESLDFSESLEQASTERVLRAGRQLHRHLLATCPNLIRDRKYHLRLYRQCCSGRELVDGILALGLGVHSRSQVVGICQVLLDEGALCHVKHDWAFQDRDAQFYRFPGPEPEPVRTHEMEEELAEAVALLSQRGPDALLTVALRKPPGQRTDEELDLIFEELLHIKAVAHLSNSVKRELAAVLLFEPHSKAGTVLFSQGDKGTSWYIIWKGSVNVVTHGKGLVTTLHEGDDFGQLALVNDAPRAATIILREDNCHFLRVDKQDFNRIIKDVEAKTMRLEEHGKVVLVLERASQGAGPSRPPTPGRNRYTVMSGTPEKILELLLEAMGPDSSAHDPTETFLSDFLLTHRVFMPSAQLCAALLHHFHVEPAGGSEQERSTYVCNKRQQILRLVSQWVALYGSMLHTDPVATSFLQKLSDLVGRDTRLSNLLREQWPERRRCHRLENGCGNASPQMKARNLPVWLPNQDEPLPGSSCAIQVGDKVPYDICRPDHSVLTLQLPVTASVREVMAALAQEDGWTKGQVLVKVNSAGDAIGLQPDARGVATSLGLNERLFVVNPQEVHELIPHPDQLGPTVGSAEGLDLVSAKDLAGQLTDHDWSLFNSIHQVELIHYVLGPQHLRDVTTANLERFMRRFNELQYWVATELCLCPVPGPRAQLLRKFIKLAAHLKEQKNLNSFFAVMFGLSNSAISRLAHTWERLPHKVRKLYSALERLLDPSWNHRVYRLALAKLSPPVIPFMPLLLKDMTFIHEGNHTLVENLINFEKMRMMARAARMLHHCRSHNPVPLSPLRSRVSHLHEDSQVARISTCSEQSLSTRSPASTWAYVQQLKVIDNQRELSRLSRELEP
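EPAC1 100 nM, Rap1B–BODIPY-GDP 250 nM, unlabeled GDP 50 uM; compound titration; 5 min RT; kinetic read ex480/em540 at 5-min intervals ×30 min; data normalized to 6.5 mM cAMP agonist control.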
EPAC1 antagonist – qHTS for Antagonist of cAMP-regulated guanine nucleotide exchange factor 3 (EPAC1): primary screen; Rap guanine nucleotide exchange factor 3 (Homo sapiens), O95398; EPAC1 GEF assay, Rap1b-BODIPY-GDP exchange fluorescence; Potency, µM (top dose mostly 115 µM), without a hit: top-dose activity change, negative = inhibition, most hits filed as inhibitors; 0.14% of 360,000 active; AID 720709, 2013;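 also: potency is read from the fitted curve at half-maximal effect; plate controls were vehicle for no effect and positive control for full effect; nearly all actives have a fitted effect of over 50% in size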
PLK1 PBD inh – qHTS for Inhibitors of PLK1-PDB (polo-like kinase 1 - polo-box domain): Primary Screen; Plk1 PBD binding of FITC phosphopeptide, fluorescence polarization; AID 720504, 2013; 2.8% of 360,000 active; Potency, µM, without a hit: max response, negative = inhibition, actives largely listed as inhibitors; also: potency is read from the fitted curve at half-maximal effect; series mostly up to about 57 µM; % is scaled to controls: 0 for no effect and ±100 for the full control effect; nearly all actives have a fitted effect of over 65% in size
The depositor's hits bear a star; ? = inconclusive; nt = no result given; [ ] = remark or other dose. Unless noted, calls follow the shape of the dose curve; as a rule, active = well fitted curve in the direction sought with a large enough effect; inconclusive = small, poorly fitted or top-dose-only effect, or another doubt; inactive = no such curve, though single readings can be large; an effect the other way counts as inactive or inconclusive.

1	CC1(C)Cc2ccccc2-c2nc(CN3CCOCC3)[nH]c(=O)c21
2	CCOC(=O)C1CCCN(C(=O)c2ccc(F)c(Cl)c2)CC1 (stereo unspecified)
3	Cc1ccc(OCC(=O)NNC(=O)C(=O)N2CCCC2)c(C)c1
4	CC(C)COC(=O)c1ccc(NC(=O)C2C3C=CC(C3)C2C(=O)O)cc1 (stereo unspecified)
5	O=C(CC1SC(=O)N(Cc2ccccc2Cl)C1=O)Nc1nccs1 (stereo unspecified)
6	Cc1ccc(NS(=O)(=O)c2cccs2)nc1
7	CNC(=O)COc1ccc(S(=O)(=O)Nc2ccccc2)cc1
8	COc1ccc(C(=O)/C=C/Nc2cc(C)ccn2)cc1
9	Cc1ccc(N=C2S/C(=C\c3cn(CC(=O)O)c4ccccc34)C(=O)N2C)cc1
10	O=C(Nc1ccccc1C(F)(F)F)c1cc(-c2ccco2)on1

entry no.	1	2	3	4	5	6	7	8	9	10
IL-2 act	-0.6	-0.4	0.6	0.7	0.9	-3.9	0.9	1.7	2.4	0.0
Abeta rescue	7%	-5%	1%	10%	-15%	6%	-3%	-6%	-9%	-5%
PI5P4Ka inh	6	2	1	-2	-1	2	0	-4	-21	2
WRN inhibitor	8%	7%[57.1 µM]	-35%[57.1 µM]	-6%	-7%	-1%	3%	-3%	-35%	6%
FUS yeast rescue	14%	-11%	3%	-6%	19%	14%	28%	2%	9%	25%
EPAC1 agonist	-5%	-6%	7%	14%	-3%	18%	-3%	7%	-9%	2%
EPAC1 antagonist	24%	-9%	10%	2%	16%	-1%	-14%	9%	-15%	-15%
PLK1 PBD inh	1%	1%	1%	-5%	-9%	-15%	-5%	10%	-24%	-25%

Structural class: those above containing a COOH group.
4	CC(C)COC(=O)c1ccc(NC(=O)C2C3C=CC(C3)C2C(=O)O)cc1 (stereo unspecified)
9	Cc1ccc(N=C2S/C(=C\c3cn(CC(=O)O)c4ccccc34)C(=O)N2C)cc1

entry no.	4	9
IL-2 act	0.7	2.4
Abeta rescue	10%	-9%
PI5P4Ka inh	-2	-21
WRN inhibitor	-6%	-35%
FUS yeast rescue	-6%	9%
EPAC1 agonist	14%	-9%
EPAC1 antagonist	2%	-15%
PLK1 PBD inh	-5%	-24%

Next part
11	Cc1ccccc1OCC(=O)Nc1ccccc1CO
12	O=C1NC(=S)S/C1=C\c1ccc(SCc2ccco2)o1
13	CCOc1cc(/C=C(\C#N)c2[nH]nc(N)c2C#N)ccc1O
14	CN(c1ccc(OCC(=O)OCC(=O)Nc2ccccc2F)cc1)S(=O)(=O)c1cccs1
15	CCCC(CCC(=O)Nc1ccn(-c2ccccc2)n1)C(=O)O (stereo unspecified)
16	O=S(=O)(Nc1cccc(Br)c1)c1cccc2nsnc12
17	CCc1ccc(-c2nc(SCC(=O)N(CCOC)c3c(N)n(Cc4ccccc4)c(=O)[nH]c3=O)n[nH]2)cc1
18	c1ccc(-c2nc(NCCCn3ccnc3)c3oc4ccccc4c3n2)cc1
19	CC(=O)NC1CC2CCCC(C1)N2C(=O)Nc1cccc(Cl)c1 (stereo unspecified)
20	CCCn1c(N)c(C(=O)CSc2nnc3n2CCCCC3)c(=O)[nH]c1=O

entry no.	11	12	13	14	15	16	17	18	19	20
IL-2 act	1.0	-1.9	-0.1	-0.4	3.7	-0.3	-0.1	-0.9	0.9	0.2
Abeta rescue	4%	-57%[inhibitor]	9%	-9%	-4%	-9%	-12%	-4%	-11%	9%
PI5P4Ka inh	8	-99*	-65*	-9	-7	1	-1	nt	0	5
WRN inhibitor	3%	8.9µM*	-30%	-7%	1%	-33%	9%	-23%	3%	-11%
FUS yeast rescue	1%	15%	nt	11%	3%	3%	19%	?	8%	9%
EPAC1 agonist	1%	10%	2%	7%	1%	1%	2%	17%	8%	11%
EPAC1 antagonist	-6%	?	-10%	4%	20%	-32%	1%	-11%	1%	2%
PLK1 PBD inh	-5%	3µM*	5%	-2%	-17%	-10%	3%	-9%	-10%	6%

21	Cc1cc(-c2nn(-c3ccccc3F)cc2CNCCc2cnccn2)c(C)s1
22	c1ccc2cc(Cn3ccnc3)ccc2c1
23	COc1cccc(C(=O)Nc2nc3ccccc3s2)c1
24	Cc1ccccc1Cn1c(C)nc2ccccc21
25	O=C1N/C(=C/c2cccs2)C(=O)N1Cc1ccc(Br)cc1
26	N/C(=N\OC(=O)Cc1cccs1)c1cccc([N+](=O)[O-])c1
27	O=C(COc1ccc2c(c1)oc(=O)c1ccccc12)NCCN1CCOCC1
28	O=[N+]([O-])c1ccc(Oc2cccc3cccnc23)c([N+](=O)[O-])c1
29	CC(=O)NC(Cc1ccccc1)C(=O)NC1CCN(C(=O)c2cnccn2)CC1 (stereo unspecified)
30	O=C(CCN1C(=O)/C(=C/c2ccc(F)cc2)SC1=S)Nc1cc([N+](=O)[O-])ccc1O

entry no.	21	22	23	24	25	26	27	28	29	30
IL-2 act	-1.4	0.9	0.5	-3.4	-0.7	6.8	0.2	0.5	1.3	-2.3
Abeta rescue	5%	-7%	6%	2%	-8%	7%	8%	-15%	?	10%
PI5P4Ka inh	3	-1	0	2	5	-15	2	1	nt	2
WRN inhibitor	-3%	-7%	5%	9%	-10%	-5%	2%	6%	3%	-4%
FUS yeast rescue	19%	-17%	-19%	15%	-3%	10%	7%	nt	29%	12%
EPAC1 agonist	-3%	14%	10%	-3%	7%	2%	-5%	5%	-2%	1%
EPAC1 antagonist	-4%	-1%	8%	4%	7%	-5%	4%	-27%	15%	-19%
PLK1 PBD inh	-2%	-5%	4%	-18%	-2%	0%	-3%	?	1%	-17%

31	Cc1cn([C@H]2C[C@H](O)[C@@H](CNCC3=Cc4cc(O)ccc4OC3)O2)c(=O)[nH]c1=O
32	CCOc1ccc(N2CSC(=S)N(c3ccc(OCC)cc3)C2)cc1
33	NC(=O)c1c(NC(=O)Cc2ccccc2)sc2c1CCN(Cc1ccccc1)C2
34	CCc1nc2c(OCc3cc(Cl)cc(Cl)c3)cccn2c1N(C)C(=O)c1ccc(C)cc1
35	Cc1cccc(C)c1OCCCCn1cnc2ccccc2c1=O
36	O=C(COC(=O)c1cc(S(=O)(=O)N2CCOCC2)ccc1F)Nc1ccc(Cl)cn1
37	CCC(C(=O)O)n1nnc(-c2ccc(-c3ccc(OC)cc3)cc2)n1 (stereo unspecified)
38	O=C(COC(=O)C(O)C(O)C(=O)OCC(=O)c1ccc(C(F)(F)F)cc1)c1ccc(C(F)(F)F)cc1 (stereo unspecified)
39	Cc1ccc(C(O)(C(=O)NNc2ccccn2)c2ccc(C)cc2)cc1
40	NC(=O)C1CCN(C(=O)c2ccc3ncsc3c2)CC1

entry no.	31	32	33	34	35	36	37	38	39	40
IL-2 act	-0.4	-0.3	1.1	-0.9	-0.4	-0.3	0.1	0.4	2.5	-2.3
Abeta rescue	4%	?	4%	?	-6%	-6%	-18%	-4%	-6%	-11%
PI5P4Ka inh	3	-3	11	-2	nt	-21	nt	2	-9	-7
WRN inhibitor	4%	-5%	-3%	-10%	4%	-3%	-28%	8%	8%	23%
FUS yeast rescue	-10%	10%	-8%	?	32%	-1%	8%	-4%	14%	-17%
EPAC1 agonist	-13%	8%	-36%[inhibitor]	-4%	9%	-12%	4%	-9%	-3%	-5%
EPAC1 antagonist	0%	-1%	-12%	-20%	-6%	6%	-10%	18%	-12%	10%
PLK1 PBD inh	-5%	6%	4%	-12%	-4%	-14%	-7%	4%	-13%	1%

In the list so far, these have bromine:
16	O=S(=O)(Nc1cccc(Br)c1)c1cccc2nsnc12
25	O=C1N/C(=C/c2cccs2)C(=O)N1Cc1ccc(Br)cc1

entry no.	16	25
IL-2 act	-0.3	-0.7
Abeta rescue	-9%	-8%
PI5P4Ka inh	1	5
WRN inhibitor	-33%	-10%
FUS yeast rescue	3%	-3%
EPAC1 agonist	1%	7%
EPAC1 antagonist	-32%	7%
PLK1 PBD inh	-10%	-2%

(more compounds)
41	CCCC(C)NC(=O)c1cc(S(=O)(=O)N2CCCCCC2)ccc1OC (stereo unspecified)
42	O=C(Nc1ncc(C(F)(F)F)cc1Cl)c1ccc(S(=O)(=O)N2CCOCC2)cc1
43	CCN1CCN(C(=O)C2c3cc(OC)c(OC)cc3C(=O)N3CCc4ccccc4C23)CC1 (stereo unspecified)
44	COc1ccc(Cc2c[nH]c(=O)[nH]c2=O)cc1
45	COc1cc(CCC(=O)OCC(=O)c2ccc[nH]2)cc(OC)c1OC
46	Cc1ccc(-n2ccc(-c3nn(-c4ccccc4)ccc3=O)n2)cc1

entry no.	41	42	43	44	45	46
IL-2 act	0.4	-0.7	0.1	0.3	5.0	0.4
Abeta rescue	-3%	-1%	-13%	3%	0%	2%
PI5P4Ka inh	1	2	1	-2	-22	0
WRN inhibitor	0%	-5%[57.1 µM]	10%	6%	-31%	3%
FUS yeast rescue	25%	13%	8%	11%	nt	-12%
EPAC1 agonist	-4%	-5%	1%	-3%	0%	0%
EPAC1 antagonist	-29%	-11%	-5%	6%	4%	-7%
PLK1 PBD inh	-6%	2%	-9%	-2%	-18%	-3%
